RmlC RmlD mix = RmlC and RmlD coupled enzyme inhibitors, primary screen, biochemical, 384-well, compound mixtures, retest; AID 1532, 2009; inhibition, % at 5.5 µM; RmlC/RmlD coupled enzyme inhibition, 384-well mixture HTS; actives 0.39% (n = 110,000); in the data active = inhibition above about 30%, passing the limit was not always enough; note: strong numbers were not always called active
RT RNaseH block = HIV-1 RT RNase H inhibitors, primary screen, biochemical, fluorescence; Gag-Pol polyprotein (Human immunodeficiency virus type 1 group M subtype B (isolate …; RT-RNase H RNA/DNA duplex cleavage; inhibition, % at 10 µM; actives 1.9% (n = 65,000); AID 565, 2006; in the data active = inhibition above about 50%
Starred values were filed as active, the others as inactive; nt = not tested or not shown.

SMILES | RmlC RmlD mix | RT RNaseH block
O=C(NC1CCCCC1)/C(=N\O)c1ccccn1 | -4 | -12
CCCCSc1nc(C)[nH]c1[N+](=O)[O-] | 49 | nt
CCCCn1c(NC(C)=O)c(C#N)c2nc3ccccc3nc21 | 26 | -13
CCOC(=O)c1c(C)nc2sc3c(=O)n(-c4ccc(C)cc4)cnc3c2c1-c1ccc(OC)cc1 | -16 | nt
Cc1cc(NC(=O)CN2CCCCC2C)nc2c1c(=O)oc1ccccc12 (stereo not given) | nt | -2
Cc1ccc(NC(=O)C(C)N2CCOCC2)c(C(=O)c2ccccc2)c1 (stereo not given) | -7 | -5
COc1cccc(NC(=O)c2ccccc2-c2nc(-c3cccc(C)c3)no2)c1 | 45 | -2
Cc1noc(/C=C/N(C)C)c1S(=O)(=O)N1CCCC(C(=O)NCc2ccc(F)cc2)C1 (stereo not given) | nt | -16
CC1(C)Cc2c(C#N)c(N3CCOCC3)nc(Cc3ccccc3)c2CO1 | 3 | -1
O=C(Nc1ccncc1)c1cc2ccccc2oc1=O | nt | -12
COc1cccc2cc(-c3nnc(SCC(=O)NCc4ccccc4)n3C)oc12 | -2 | -15
O=C1c2[nH]nc(-c3ccccc3O)c2C(c2cccc(O)c2)N1Cc1ccco1 (stereo not given) | -9 | nt
Cc1onc(-c2c(Cl)cccc2Cl)c1C(=O)NCCN1CCOCC1 | -13 | 4
Cc1nc2sc(C)c(C)c2c(=O)o1 | -4 | 16
CCOC(=O)c1cc2sc(C)cc2n1CC(=O)N(CC)CC | 7 | nt
Cn1c(=O)c2c(SCC(=O)Nc3ccc4c(c3)OCCO4)nc(CC(C)(C)C)nc2n(C)c1=O | 10 | nt
Cc1cc(Br)ccc1NC(=O)CN1C(=O)CCC1=O | -11 | nt
CC(=O)N/C(=C\c1ccccc1Cl)C(=O)O | -8 | nt
Clc1ccc(-n2ncc3c(NCC4CCCO4)ncnc32)cc1 (stereo not given) | -12 | -2
Cc1cc(C(=O)Nc2nnc(C3CCCCC3)s2)cs1 | -10 | 20
CCOc1ccc(NC(=O)CN2CCN(CC(=O)Nc3ccc(OC)cc3)CC2)cc1 | 6 | nt
CN(C)c1cc(N)c2ccccc2n1 (tested in a mixture with another compound) | 7 | -10
Cc1ccc(C(C)C)c(OCc2nc(-c3nonc3N)no2)c1 | 8 | -27
CC1(C)CC(=O)C=C(NCCCNC2CCCCC2)C1 | -8 | -1
N#Cc1c(-c2ccncc2)c2c([nH]c1=S)CCCC2 | 8 | nt

Next section.
SMILES | RmlC RmlD mix | RT RNaseH block
COc1ccc(C)cc1S(=O)(=O)N(C)CC(=O)Nc1ccc2c(c1)OCCO2 | 3 | -14
COc1cc(N2C(=O)CSC23C(=O)Nc2ccccc23)cc(OC)c1OC (stereo not given) | -8 | -11
CN(C)c1ccc(/C=c2\sc3nc(-c4ccccc4)nn3c2=O)cc1 | nt | 0
O=C(c1ccc(-c2ccccc2)cc1)N1CCC(C(=O)N2CCCC2)CC1 | -6 | -9
O=C(NCCc1ccccc1)c1cccnc1 | -8 | nt
Cn1c(=O)c(C#N)c(-c2ccccc2)n2cnnc12 | 2 | -10
COc1cc(C=C(C(C)=O)C(C)=O)ccc1O | 4 | nt
CCS(=O)(=O)N1CCC(C(=O)Nc2cc(Cl)ccc2O)CC1 | -15 | 7
Cc1cccnc1-n1c(CCN2C(=O)c3ccccc3C2=O)nc2ccccc2c1=O | -13 | -29
CC(C)Nc1ccc(C(CC(N)=O)NC(=O)Cc2cccc3ccccc23)cc1[N+](=O)[O-] (stereo not given) | -8 | nt
CCOC(=O)C1CCCN(C(=O)C2CCCN(S(=O)(=O)c3ccc4c(c3)oc(=O)n4C)C2)C1 (stereo not given) | -7 | -1
COc1cccc(OC)c1C(=O)NCCN1CCN(C(=O)c2c(OC)cccc2OC)CC1 | 74 | -10
COCCn1nnnc1C(c1cccc(C(F)(F)F)c1)N1CCOCC1 (stereo not given) | -10 | nt
O=C(CSc1nnc(CNc2ccccc2)o1)N1CCCc2ccccc21 | nt | -6
Cc1ccc2[nH]c3c(=O)n(CCN4CCOCC4)cnc3c2c1 | 7 | nt
CCSc1nc2sc3c(c2c(=O)[nH]1)CCCC3 | -13 | nt
CCOC(=O)c1cnn2c(C(F)(F)F)cc(-c3cn(C)nc3C)nc12 | -18 | -9
O=C(NCc1ccc(Cl)cc1Cl)C(=O)N1CCCCC1 | -1 | nt
CC(=O)n1cc([C@@H]2C=C(C(=O)O)O[C@H](OCc3ccc(CO)cc3)C2)c2ccccc21 | 7 | nt
CSc1ccc(/C=C/C(=O)c2ccc(NC(=O)Cc3ccccc3)cc2)cc1 | 0 | nt
O=C1C=C(NCCN2CCOCC2)C(=O)c2cnccc21 | -14 | nt
COc1ccc(-c2n[nH]c(=S)n2Cc2ccco2)cc1 | -9 | nt
Cc1ccc(S(=O)(=O)N2CCC(=O)N(CCOCc3cccc(C)c3)CC2)cc1 | 6 | nt
CCC(=O)Nc1cccc(NC(=S)NC(=O)Cc2ccccc2)c1 | 2 | nt
CNC(=O)NC(=O)C(C)OC(=O)c1c(C)noc1C (stereo not given) | 14 | nt

One compound at a time, from the list above.
Entry for `CSc1ccc(/C=C/C(=O)c2ccc(NC(=O)Cc3ccccc3)cc2)cc1` : RmlC RmlD mix: 0; RT RNaseH block: nt
Entry for `O=C(c1ccc(-c2ccccc2)cc1)N1CCC(C(=O)N2CCCC2)CC1` : RmlC RmlD mix: -6; RT RNaseH block: -9

The list continues.
SMILES | RmlC RmlD mix | RT RNaseH block
CC(C)(C)NC(=S)Nc1ccc(Nc2ccccc2)cc1 | 6 | nt
Cc1ccc(S(=O)(=O)NCCCNS(C)(=O)=O)cc1 | -7 | 1
O=C(Nc1ccc2oc(-c3ccccc3)nc2c1)c1ccncc1 | 2 | 0
Clc1ccc(-c2noc(COc3ccccc3)n2)cc1 | -20 | -4
CCN(CC)CCN1C(=O)c2oc3ccc(F)cc3c(=O)c2C1c1ccncc1 (stereo not given) | -10 | -3
CCC(C)[C@H](NC(=O)Nc1ccc(Oc2ccccc2)cc1)C(=O)O (stereo not given in full) | 11 | nt
CC(=O)c1ccc(OC(NC(=O)c2ccco2)C(Cl)(Cl)Cl)cc1 (stereo not given) | 10 | nt
CCOC(=O)CN=C1CC(C)(C)CC2=C1Sc1ncnc(N(C)C)c1N2 | -5 | 7
CS(=O)(=O)Nc1ccc2c3c(cccc13)CC2 | -9 | -55
CCC(=O)Nc1ccc(C(=O)CSc2nnc(-c3ccc(O)cc3)n2CC2CCCO2)cc1 (stereo not given) | -4 | nt
COc1ccc2nc(NC(=O)c3ccc(Br)s3)sc2c1 | -10 | -3
COC(=O)c1scc(C)c1N/N=C(\C)c1ccc(F)cc1 | 3 | nt
Nc1c(C(=O)Nc2ccccc2)sc2nc3c(c(-c4ccco4)c12)CCCC3 | 14 | nt
Cc1ccc(NC(=O)NC2=N/C(=C(/C#N)C(=O)N3CCCC3)c3ccccc32)cc1 | 9 | 12
Cc1cccc(N2CCN(S(=O)(=O)c3ccc4c(c3)n(C)c(=O)c(=O)n4C)CC2C)c1 (stereo not given) | 3 | 57*
O=C(Cc1ccc(F)cc1)Nc1c2c(nn1-c1cccc(Cl)c1)CS(=O)C2 (stereo not given) | -13 | -1
COc1cccc(CNC(=O)C2CCC(CNS(=O)(=O)c3cccc4nsnc34)CC2)c1 (stereo not given) | 3 | nt
CC(C)N1C(=O)CCC1C(=O)N1CCC(Cc2ccccc2)CC1 (stereo not given) | nt | -9
Cc1cc(=O)[nH]c(Nc2c(C)n(C)n(-c3ccccc3)c2=O)n1 | 6 | -10
Cc1nc2ccc(NC(=O)c3ccc(S(=O)(=O)N4CCOCC4)cc3)cc2s1 | nt | -10
Cc1ccc2cc(C=C(C#N)C#N)c(N3CCCCC3)nc2c1 | -1 | nt
Cc1ccc(N2CCCn3c2cc(C)c(C#N)c3=O)cc1Cl | -2 | nt
O=C(N/N=C\c1ccc(Sc2ccccn2)o1)c1cccc(Br)c1 | 3 | nt
Cc1ccc(-c2nn(CC(=O)NCCN3CCOCC3)c(=O)c3ccccc23)cc1 | -8 | -19
CCOCCOC(=O)C(C)Sc1n[nH]c(=O)[nH]c1=O (stereo not given) | 13 | 21

A different layout for three compounds above:
molecule,RmlC RmlD mix,RT RNaseH block
O=C(Cc1ccc(F)cc1)Nc1c2c(nn1-c1cccc(Cl)c1)CS(=O)C2 (stereo not given),-13,-1
CS(=O)(=O)Nc1ccc2c3c(cccc13)CC2,-9,-55
COc1cc(N2C(=O)CSC23C(=O)Nc2ccccc23)cc(OC)c1OC (stereo not given),-8,-11

Continued.
SMILES | RmlC RmlD mix | RT RNaseH block
CCCC(c1nnnn1CC(=O)OCC)N(Cc1cc2c(C)cc(C)cc2[nH]c1=O)C1CCCC1 (stereo not given) | -2 | 7
CC(=O)Nc1ccccc1-c1nc2ccc(C(=O)N3CCN(c4cccc(C)c4)C(C)C3)cc2[nH]c1=O (stereo not given) | -3 | nt
Cc1nn(CC(=O)Nc2nnc(CC(=O)N3CCCC3)s2)c(=O)c2ccccc12 | 7 | -1
CCn1c(CSc2nc3ccccc3s2)nnc1SCC(=O)c1ccc2c(c1)OCCO2 | -4 | -8
COc1ccc(CNC(=O)C2CC(c3ccc(C(F)(F)F)cc3)=NO2)cc1 (stereo not given) | 4 | nt
CC12COC3(C(=O)Nc4nccs4)CC1CCC32C (stereo not given) | 4 | nt
CN1CC=C(c2c[nH]c3ccccc23)CC1 | -6 | -2
CCCn1c(NCc2cccc(OC)c2OC)nc2ccccc21 | 7 | -6
Cc1ccccc1C(=O)N/N=C/c1ccc(OCC(=O)N2CCCCC2)cc1 | -10 | nt
CSC1CCCCC1(O)CSc1nc2c(cc1C#N)CCCC2 (stereo not given) | 38 | 35
O=C(Nc1ccc(-n2cnnn2)cc1)C1CCCCC1 | 8 | nt
Cc1cc(NC(=O)COn2nnc3ccc(Cl)cc32)no1 | 13 | -41
COC(=O)COc1ccc(S(=O)(=O)Nc2ccccc2C(=O)OC)cc1 | 6 | -77
Cc1ccc2nc(N3CCOCC3)c3nncn3c2c1 | nt | -13
CC(C)OCCCNC(=O)C1CCC(=O)N1C1CCCC1 (stereo not given) | 22 | nt
CCCc1ccc(Oc2cc(C)nc(N3CCOCC3)n2)cc1 | 25 | nt
COCCNC(=O)C(C)OC(=O)c1cc2occc2n1C (stereo not given) | -10 | 2
CCOC(=O)c1ccccc1NC(=O)c1cn(CC)c2nc(C)ccc2c1=O | nt | 15
COc1cccc(NC(=O)C(NCCC(C)C)c2ccccc2)c1 (stereo not given) | -9 | nt
COc1cccc(-c2nnc(SCC(=O)Nc3cc(C)ccc3OC)n2N)c1 | 3 | -4
Cc1ccccc1NS(=O)(=O)c1ccc(F)cc1 | -3 | -8
COc1ccc(Nc2nc(N)nc(SCc3nnc(C)s3)n2)cc1 | 10 | -72
COc1cc(-c2nn3c(Cc4ccccc4)nnc3s2)cc(OC)c1OC | 15 | 91*
COc1ccc(-c2nnc(SCC(=O)/C(C#N)=C(\C)N)o2)cc1 | 5 | 0
CC(C)N(CCC(C(N)=O)(c1ccccc1)c1ccccn1)C(C)C (stereo not given) | 5 | -5

6 compounds drawn at random from those above:
SMILES | RmlC RmlD mix | RT RNaseH block
CCCn1c(NCc2cccc(OC)c2OC)nc2ccccc21 | 7 | -6
Cc1ccc2cc(C=C(C#N)C#N)c(N3CCCCC3)nc2c1 | -1 | nt
Cc1ccc2nc(N3CCOCC3)c3nncn3c2c1 | nt | -13
O=C(NC1CCCCC1)/C(=N\O)c1ccccn1 | -4 | -12
CCOC(=O)c1cc2sc(C)cc2n1CC(=O)N(CC)CC | 7 | nt
O=C(Cc1ccc(F)cc1)Nc1c2c(nn1-c1cccc(Cl)c1)CS(=O)C2 (stereo not given) | -13 | -1

By substructure, those above with a cyano group.
SMILES | RmlC RmlD mix | RT RNaseH block
CCCCn1c(NC(C)=O)c(C#N)c2nc3ccccc3nc21 | 26 | -13
CC1(C)Cc2c(C#N)c(N3CCOCC3)nc(Cc3ccccc3)c2CO1 | 3 | -1
N#Cc1c(-c2ccncc2)c2c([nH]c1=S)CCCC2 | 8 | nt
Cn1c(=O)c(C#N)c(-c2ccccc2)n2cnnc12 | 2 | -10
Cc1ccc(NC(=O)NC2=N/C(=C(/C#N)C(=O)N3CCCC3)c3ccccc32)cc1 | 9 | 12
Cc1ccc2cc(C=C(C#N)C#N)c(N3CCCCC3)nc2c1 | -1 | nt
Cc1ccc(N2CCCn3c2cc(C)c(C#N)c3=O)cc1Cl | -2 | nt
CSC1CCCCC1(O)CSc1nc2c(cc1C#N)CCCC2 (stereo not given) | 38 | 35
COc1ccc(-c2nnc(SCC(=O)/C(C#N)=C(\C)N)o2)cc1 | 5 | 0

Next section.
SMILES | RmlC RmlD mix | RT RNaseH block
COC(=O)c1ccc(C(=O)OC)c(NC(=O)CSCc2ccc(Cl)cc2)c1 | -15 | nt
COc1cccc(-n2nnnc2SCC(=O)c2cc(OC)ccc2OC)c1 | 38* | 32
NC(=O)C1CCN(C(=O)CSc2nc3ccccc3s2)CC1 | -15 | nt
O=C(NCc1cccnc1)c1cc(-c2ccccc2)on1 | 9 | -9
COc1ccc2c(c1)C13CCCC[C@@H]1C(C2)N(C)CC3 (stereo not given in full) | 10 | nt
CC(=O)C1=C(O)CC(c2ccccc2)CC1=NCCc1c(C)[nH]c2ccccc12 (stereo not given) | -8 | nt
CCN(CC)CCCNC(CC(=O)O)C(=O)O (stereo not given) | nt | -6
COCCN1C(=O)c2oc3ccccc3c(=O)c2C1c1ccc(O)c(OC)c1 (stereo not given) | 6 | 3
N#Cc1nc(COc2ccc(Cl)cc2Cl)oc1N1CCOCC1 | nt | -15
O=C(Nc1ccc2c(c1)OCO2)N1CCN(S(=O)(=O)c2ccc(Cl)cc2)CC1 | -5 | 1
COC(=O)Cc1cc(=O)n2[nH]c(SC)nc2n1 | 6 | nt
Clc1cccc(CSc2nnc(-c3sccc3-n3cccc3)o2)c1 | 1 | nt

Source: PubChem (several laboratories)

Only part of the results is shown; the hit share may differ from the screen's.
